Cardiac RTF inh: cardiac RTF calcium desensitization; hit rate 0.12% among 340,000; inhibition, % at 7.15 µM; IANBD-labeled cardiac RTF, Ca2+ fluorescence;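 active = inhibition above the mean inhibition of all tested compounds plus 3 SD, cut at about 17% in these data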;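 also: assay run at fixed EC70 calcium of 1.6 mM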
SR-BI DiI-HDL act: enhances SR-BI lipid uptake from DiI-HDL; activation, % at 12.5 µM; CHO ldlA[mSR-BI] cells, DiI-HDL uptake fluorescence, 3 h; 100 = double the neutral-control signal; hit rate 0.096% among 320,000; AID 504775;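 active = mean replicate activation of at least 60% and every replicate at or above 60%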;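 also: 0% = median plate neutral-control signal and 100% = twice that signal; values of inactives mirror those of a sister screen read the other way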
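Test system: SR-BI-overexpressing, LDLR-lacking CHO cells; Medium: Ham's F12 with 0.5% BSA, HEPES 25 mM, pH 7.4; Schedule: 3 h, 37 °C; Technique: bottom-read fluorescence, 550/595 nm.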
PKA-R2B act: activates the human PKA-R2B holoenzyme complex. P22694+P31323. PKA-R2B holoenzyme dissociation, Cy5-IP20 fluorescence polarization; R2B truncated from residue 108, S112A mutant; 0% DMSO only, 100% 113 µM cGMP. activation, % at 11.4 µM. hit rate 0.079% among 340,000. AID 504700;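 active = activation above a cutoff set at the mean over all compounds plus 3 SD, cut at about 18% in these data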;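 also: higher means more holoenzyme dissociation and a rise in polarization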
Target sequence (P31323 whole entry, looked up, other chains not shown, the tested form may be a part): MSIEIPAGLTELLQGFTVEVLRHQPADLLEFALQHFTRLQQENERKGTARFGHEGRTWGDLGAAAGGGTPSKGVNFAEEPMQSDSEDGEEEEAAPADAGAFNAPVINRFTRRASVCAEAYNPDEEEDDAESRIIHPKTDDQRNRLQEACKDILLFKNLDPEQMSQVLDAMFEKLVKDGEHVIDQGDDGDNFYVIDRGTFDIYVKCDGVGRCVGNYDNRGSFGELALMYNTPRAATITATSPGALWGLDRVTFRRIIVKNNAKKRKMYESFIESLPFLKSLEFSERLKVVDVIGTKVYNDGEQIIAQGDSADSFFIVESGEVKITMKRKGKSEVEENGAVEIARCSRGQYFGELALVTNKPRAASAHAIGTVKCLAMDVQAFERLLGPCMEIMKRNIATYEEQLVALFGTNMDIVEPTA
CAL PDZ FP-1: inhibitors of human CAL PDZ peptide binding | purified CAL PDZ, TMR-peptide fluorescence polarization, 1 h | inhibition, % at 20 µM | hit rate 0.02% among 330,000 | AID 504414;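 active = highest replicate inhibition of at least 40%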;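 also: plate controls were DMSO neutral control wells for no effect and unlabeled competitor peptide control wells for full effect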
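Material: tagged CAL PDZ domain; buffer or medium: 25 mM sodium phosphate pH 7.4, 150 mM NaCl, TCEP, IgG, Thesit; compound dosing: single point, 20 µM; schedule: 1 h incubation at room temperature before polarization reading; measured by: FP readout, S and P plane fluorescence; read-out basis: percent inhibition from loss of millipolarization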
cardiac RTF act: cardiac RTF calcium sensitization. AID 493008. IANBD-labeled TnC RTF fluorescence at EC20 calcium; 0% EC20 calcium, 100% full calcium. activation, % at 7.2 µM. hit rate 0.24% among 340,000. P19429+P45379;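 active = activation above the mean over all tested compounds plus 3 SD, cut at about 30% in these data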;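 also: rise in fluorescence read as greater calcium sensitivity of cardiac thin filaments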
Keap1 Nrf2 FP: Keap1-Nrf2 (human) interaction inhibition. Q14145. hit rate 0.15% among 340,000. Keap1 Kelch-Nrf2 peptide fluorescence polarization, 1536-well. inhibition, % at 9.4 µM; in the data active = inhibition above about 12%;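 also: human Keap1 Kelch domain with fluorescein labeled Nrf2 9mer peptide probe; 0% = neutral control wells and 100% = peptide positive control; higher means more block of Keap1 binding to Nrf2 peptide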
Target sequence (Q14145 whole entry, looked up, the tested form may be a part): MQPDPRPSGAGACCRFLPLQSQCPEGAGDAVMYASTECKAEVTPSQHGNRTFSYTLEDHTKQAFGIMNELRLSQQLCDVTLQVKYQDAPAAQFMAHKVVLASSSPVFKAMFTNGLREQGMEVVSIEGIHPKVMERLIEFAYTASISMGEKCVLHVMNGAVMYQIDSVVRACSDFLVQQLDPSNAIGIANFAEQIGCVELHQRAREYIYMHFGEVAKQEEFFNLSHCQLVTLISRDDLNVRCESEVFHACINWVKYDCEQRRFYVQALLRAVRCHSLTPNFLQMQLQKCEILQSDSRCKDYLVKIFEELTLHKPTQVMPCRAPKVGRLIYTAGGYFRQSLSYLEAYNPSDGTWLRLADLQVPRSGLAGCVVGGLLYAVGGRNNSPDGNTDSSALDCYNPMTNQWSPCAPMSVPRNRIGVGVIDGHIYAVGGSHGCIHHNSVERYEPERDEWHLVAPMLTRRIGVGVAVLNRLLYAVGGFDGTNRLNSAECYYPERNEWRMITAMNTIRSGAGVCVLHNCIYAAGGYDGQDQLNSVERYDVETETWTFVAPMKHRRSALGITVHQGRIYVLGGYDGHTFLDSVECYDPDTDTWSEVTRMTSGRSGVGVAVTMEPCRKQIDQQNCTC
LANA DNA inh: inhibitors of KSHV LANA C-terminal domain DNA binding. MBP-C-LANA/FAM-LBS DNA binding, fluorescence polarization. inhibition, % at 9 µM. hit rate 0.078% among 340,000. AID 504423;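 active = highest replicate inhibition at or above 60% at 9 µM, even if other replicates fall short; inactive = all replicates below 60% inhibition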;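 also: 0% = neutral control wells and 100% = 4 µM acridine orange control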
Rtt109 HAT inh: blocks Candida albicans Rtt109/Vps75 acetyltransferase activity | Q5AAJ8 | hit rate 0.16% among 330,000 | inhibition, % at 34.9 µM | AID 540336 | purified Rtt109/Vps75, ThioGlo CoA-SH fluorescence, 4 h;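 active = inhibition of at least 50% in every replicate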
DAGLB inhibitor: blocks human DAGLB lipase activity; HEK293T DAGLB membrane lysate, EnzChek fluorogenic substrate; Q8NCG7; inhibition, % at 5.17 µM; hit rate 0.059% among 340,000; in the data active = inhibition above about 34%;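 also: 0% = enzyme with vehicle and 100% = wells lacking enzyme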
CAL PDZ FP-2: blocks peptide binding to the human CAL PDZ domain; AID 602252; inhibition, % at 24.9 µM; hit rate 0.92% among 300,000; Q9HD26; purified CAL PDZ, TMR-peptide fluorescence polarization, 1 h;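 active = mean inhibition of at least 30% with at least half of replicates also reaching 30%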;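 also: 0% = DMSO neutral control and 100% = excess unlabeled competitor peptide PRC23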
Active calls of the source: *; · = not tested or not shown; & = joins results of further samples. An unsorted share of the library; 1.6% or so of the library scored in one or more.

SMILES	Cardiac RTF inh	SR-BI DiI-HDL act	PKA-R2B act	CAL PDZ FP-1	cardiac RTF act	Keap1 Nrf2 FP	LANA DNA inh	Rtt109 HAT inh	DAGLB inhibitor	CAL PDZ FP-2
C#CCOc1ccc2c(C)cc(=O)oc2c1	9	-3&-5	-1	-1.4	4	-9	-3.5	1&-9	0	-4
CN(C)c1ccc(N/C=C/C(=O)C(C)(C)C)cc1	-1	2	-150	-2.1	-3	0	-1.4	14	7	-3
CCCCCOc1ccc(C(=O)NCC(=O)NCC(=O)OCC)cc1	-6	-17	-2	-0.8	2	-2	-0.9	0	-1	-6
CSc1ccc(C2C3(C#N)C(N)=NC4(OCCO4)C23C#N)cc1 (stereo unspecified)	-9	7	1	0.0	-6	-1	1.2	8	2	-4
Cc1ccccc1CSc1ccc(-c2ccc3c(c2)OCO3)nn1	4	10	4	-1.8	4	-7	0.6	-6	-11	-2
O=C(c1cc(Cl)ccc1Cl)N1CCc2ccccc21	-1	-17	-4	10	2	-4	0.2	3	-3	1
CC(C)(C)NC(=O)C(OC(=O)Cn1nnc(-c2ccc(F)cc2)n1)c1ccncc1 (stereo unspecified)	5	14	-3	-0.3	7	-4	-2.2	-2	3	18
O=C(CSc1nnc(-c2ccco2)o1)N1CCOCC1	-8	12	-3	0.4	8	-8	1.3	3	0	-1
COc1cc(C(=O)O/N=C2/C=CC(=O)C(C)=C2C)cc(OC)c1OC	-6	12	6	0.1	0	-31	-0.5	6	-2	-2
COc1ccccc1CN1CC(C(=O)NCCN2CCOC2=O)CCC1=O (stereo unspecified)	0	18	-9	1.7	0	2	0.0	2	-1	-5
O=C(COC(=O)Cc1n[nH]c(=O)c2ccccc12)NNC(=O)c1ccc(Cl)cc1	-9	-10	5	-1.0	-1	-8	1.9	4	1	0
COc1ccc(C2=NN(CCC(=O)NC3CCCCCC3)C(=O)CC2)cc1	-5	-15	-10	-0.4	5	-4	-0.3	-7	0	-6
COc1ccc(CCNC(=O)C(=O)Nc2ccc3c(c2)OCO3)cc1OC	-6	20	12	-0.7	0	-1	0.6	-21	1	-1
Cc1cc(C)n(C(=O)c2ccc(C)c(S(=O)(=O)N3CCCC3)c2)n1	6	-16	3	-0.7	2	-5	-3.0	0	-3	-5
CCOC(=O)c1ccc(Nc2ncnc3ccccc23)cc1	-6	-33	2	-3.8	0	-6	-1.4	11	0	-5
COc1cccc(-n2c(SCC(N)=O)nnc2-c2ccncc2)c1	-17	13	2	-0.6	0	-4	2.9	-7	-5	-4
Cc1ccc2nc(CSc3nnc(Cc4cccs4)n3C3CCCCC3)cc(=O)n2c1	-8	6	-9	-3.4	1	0	0.6	5	-3	-4
Cc1cc(C(=O)CCC(=O)NCc2ccccc2F)c(C)s1	-5	17	-9	-1.8	-3	-2	-1.1	44	-3	-4
Cn1cccc1/C=N/N1CCN(c2ccccc2)CC1	-7	-29	-3	0.3	2	-4	-1.0	1	-2	6
O=c1c2ccccc2nnn1CSc1nc2ccccc2c(=O)n1CCCO	-3	11	-2	-2.7	3	-5	-1.0	2	0	-6
Cc1nnc(Sc2nc3ccccc3o2)c2ccccc12	-3	-1	-15	-1.4	-6	0	-0.6	-6	-7	-3
Cc1ccc([N+](=O)[O-])cc1NC(=O)CN1CCC(C)CC1	-18	·	-5	-0.3	-3	3	-2.0	-5	-1	-4
Cc1sc2nc(CSCC(=O)NC3(C#N)CCCCC3)[nH]c(=O)c2c1C	-14	16	-6	0.1	0	-10	-0.4	5	1	-10
C[C@H](NC(=O)Cc1cccc2ccccc12)C(=O)N1CCOCC1	-10	12	-6	-2.1	2	1	-0.3	-8	2	-44
COc1ccc(S(=O)(=O)Nc2cc(C)ccc2OC)cc1C	2	-49	-2	0.2	0	-6	-0.3	6	-3	3
CN(C)c1ccc(CNn2cnnc2)cc1	3	13	4	-0.8	-6	1	1.6	-22	-2	1
CC1CCCN(C(=O)Cn2nnc(-c3ccc(S(C)(=O)=O)cc3)n2)C1 (stereo unspecified)	-6	2	-2	-0.4	4	-2	0.8	3	0	-1
CCN(CC)c1ccc(/C=C2\CCC(/C=N/NC(=O)c3ccc(=O)n(C)c3)=C2N2CCOCC2)cc1	-28	-100	0	-0.6	12	-9	-4.7	·	-9	1
COc1ccc(COC(=O)Nc2cc3c(C(F)(F)F)nn(C)c3s2)cc1	-11	-13	-11	-2.7	2	3	-3.2	10	-4	1
COCCNC(=O)c1nn(-c2cc(OC)cc(OC)c2)c(=O)c2ccccc12	0	23	5	-0.1	-3	-5	0.1	-4	0	-10
CCn1c(SCC(=O)Nc2ccccc2OC)nc2ccccc2c1=O	-4	-14	-2	-1.7	6	-5	0.5	-1	0	3
CC1CCN(C(=O)c2nc[nH]c2C(=O)OCCNC(=O)OC(C)(C)C)CC1	3	39	-3	-1.1	-4	-2	-0.6	6	-1	-4
CCOc1ccc(S(=O)(=O)N(CC(=O)NCc2cccnc2)c2ccc(C)cc2)cc1	-6	·	-3	0.1	-2	-4	-0.8	-1	-1	·
COC(=O)c1ccc(CSc2ncn[nH]2)o1	-4	30	-5	-0.1	4	-1	-1.0	3	0	-3
Cc1oc(C(=O)O)cc1COc1ccc2c3c(c(=O)oc2c1)CCC3	-1	-13	6	-0.7	0	-5	0.7	-31	1	2
Cc1sc(-c2ccccn2)nc1OC(=O)c1cccc(Cl)c1Cl	-1	16	-11	-2.3	-4	-1	0.2	·	-9	1
Cc1ccc(N(C(=O)c2ccc(CN3CCOCC3)o2)C(C(=O)NCCC(C)C)c2cccs2)c(C)c1 (stereo unspecified)	-3	-6	-8	-1.7	9	-3	1.6	7	-1	-2
CC(N)(C(=O)O)c1cccc(OCc2cccc(Cl)c2)c1 (stereo unspecified)	7	-11	-12	-0.5	-1	0	-1.0	-11	-5	6
CCN1CCN(C(=O)c2ccccc2Nc2ccc(SC(F)F)cc2)CC1	1	2	1	-2.9	-4	-3	0.7	·	1	0
CC(C)Cn1nc(C(=O)Nc2nnc(C3CC3)s2)c2ccccc2c1=O	6	25	-10	-0.6	-2	4	-0.6	14	0	-2
O=C(/C=C\c1ccccc1OC(=O)c1ccccc1F)c1cc2ccccc2o1	6	24	-11	-0.7	-5	-3	2.0	7	4	-3
Cc1cc(=O)[nH]c(SCC(=O)Nc2c(C)n(C)n(-c3ccccc3)c2=O)n1	-3	25	-12	-1.5	-2	1	-0.1	-18	2	·
CC(C)n1nnnc1SCC(=O)NCc1ccco1	-6	18	-7	-2.2	-2	0	1.7	4	-3	1
COc1cccc(/C=C/C(=O)OCC(=O)c2ccc3c(c2)NC(=O)CO3)c1	-1	-11	4	0.1	0	-3	-0.4	6	3	-1
CCC(=O)Nc1cccc(C(=O)/C=C/c2cccs2)c1	5	12	-1	-3.7	-1	-4	0.0	·	2	-15
CCNc1nc(N)c(C(=O)C23CC4CC(CC(C4)C2)C3)s1	4	5	-1	-0.3	7	-3	-0.8	0	3	-2
CCC(=O)Nc1ccccc1C(=O)OCC(=O)c1ccccc1	-5	-19	-13	-0.7	0	-2	0.5	10	-5	-1
CN(C(=O)c1ccc2c(=O)n3c(nc2c1)CCCCC3)c1cccc(Cl)c1	-1	·	15	-1.1	-2	1	-1.2	2	0	3
CCOC(=O)C1CCN(Cc2cn[nH]c2-c2ccccc2)CC1	-1	17	-6	0.9	0	-2	0.4	-13	-1	·
CC(C)NC(=O)c1cc(C(=O)c2cc(Cl)ccc2O)coc1=N	-4	18	-15	-2.3	-7	-8	-0.9	-11	4	-1
COc1ccc2c(c1)C(c1ccc([N+](=O)[O-])cc1)=NNC(c1ccco1)=N2	-13	-64	9	0.5	7	-3	-2.2	3	11	-1
COc1ccccc1C(=O)n1nc(-c2ccco2)nc1N	1	10	0	0.2	-2	-4	-0.9	-7	-2	-2
O=C(/C=C/c1ccccc1)NC(NC(=S)Nc1ccc(C(=O)O)cc1)C(Cl)(Cl)Cl (stereo unspecified)	-10	-5	-1	-9.1	-2	-3	0.6	6	6	-5
Nc1cccc2c1C(=O)N(Cc1nnc(-c3ccccc3Br)o1)C2=O	-1	-2	-7	-1.5	12	-5	3.5	-33	-3	-1
CCOC(=O)CC1=Nc2ccccc2NC(=O)C1	1	28	4	-0.9	3	-5	2.9	-16	1	-3
N#Cc1c(-c2ccco2)ccn(Cc2ccc(F)cc2)c1=O	-7	0	-6	-0.3	-2	2	0.1	·	0	-2
COc1ccc(CC(=O)OCc2cc(=O)n3cc(Br)ccc3n2)cc1OC	3	20	-1	-0.7	1	-6	1.7	-3	-1	1
CCOc1ccc(NC(=O)c2ccc(NC(=O)CN3C(=O)C(=O)N(CC(C)C)C3=O)cc2)cc1	5	-76	-1	-1.7	-4	-1	1.2	1	0	-3
CN(C(=O)c1sc2nc(N3CCOCC3)c3c(c2c1N)CCCC3)c1ccccc1	-4	-20	-5	-2.0	-6	5	0.0	7	-1	3
Cc1sc2ncnc(Nc3ccc(N4CCOCC4)cc3)c2c1-c1ccccc1	-3	-76	-8	-3.1	1	-3	-0.2	5	-3	6

Brought forward from above: 3 compounds, followed by the next part.
SMILES	Cardiac RTF inh	SR-BI DiI-HDL act	PKA-R2B act	CAL PDZ FP-1	cardiac RTF act	Keap1 Nrf2 FP	LANA DNA inh	Rtt109 HAT inh	DAGLB inhibitor	CAL PDZ FP-2
CCOc1ccc(NC(=O)c2ccc(NC(=O)CN3C(=O)C(=O)N(CC(C)C)C3=O)cc2)cc1	5	-76	-1	-1.7	-4	-1	1.2	1	0	-3
CN(C(=O)c1sc2nc(N3CCOCC3)c3c(c2c1N)CCCC3)c1ccccc1	-4	-20	-5	-2.0	-6	5	0.0	7	-1	3
Cc1sc2ncnc(Nc3ccc(N4CCOCC4)cc3)c2c1-c1ccccc1	-3	-76	-8	-3.1	1	-3	-0.2	5	-3	6
O=C(NCc1nnc(SCC(=O)N2CCN(c3ccccc3)CC2)o1)c1ccccc1	-5	-13	9	-0.3	0	-3	-0.6	-3	3	-1
CC(=O)N1CCCc2cc(S(=O)(=O)Nc3ccccc3C)ccc21	1	7	-2	-2.3	-6	5	-0.8	9	-4	-3
CC(=O)c1cccc(NC(=O)N2CCc3ccccc3C2)c1	-5	-23	-9	-1.1	0	0	-1.0	7	-4	-2
COc1ccc(C)cc1NC(=O)C(Sc1nnc(Nc2ccccc2F)s1)c1ccccc1 (stereo unspecified)	0	-29	-2	-0.3	3	-2	0.1	2	-2	-2
Cc1ccc(-n2c(-c3ccc(Cl)cc3)n[nH]c2=S)cc1	5	24	-15	-2.0	6	-3	-2.5	9	0	0
Cc1cccc(NS(=O)(=O)c2cccc(C(=O)N3CCC3)c2)c1	2	8	4	0.3	3	-4	0.1	7	-1	-1
